Source: PubChem (National Center for Advancing Translational Sciences (NCATS))
Akt phos inh: Akt phosphorylation inhibition; activity change, % for hits at 50 µM; actives 0.32% (n = 360,000); Neuro2A IGF-stimulated pAkt S473 HTRF, 20 min; active compounds read low; in the data active = activity change below about -80%; inconclusive = mostly about -51% to -80%; note: % is set by controls: 0 for no effect and ±100 for the full control effect
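Neuro2A cells (4,500/well, DMEM with 0.5% FBS) were treated with compound at a single 50 µM final concentration, stimulated with 6 nM IGF for 20 min at 37 °C, and lysed. Phospho-Akt Ser473 was read by HTRF as 665/615 ratio ×10^4.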
Nrf2 ARE act: activators of Nrf2 (ARE) signaling; AID 624171; actives 0.31% (n = 410,000); Potency, µM (top dose mostly 46.1 µM), inactives show at the top dose activation, actives largely listed as activators; AREc32 ARE-luciferase reporter (MCF7-derived line), luminescence, 24 h; note: potency is the fitted concentration of half-maximal effect; % of control where 0% means no effect; nearly all actives have a fitted effect of over 65% in size
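AREc32 cells carrying an ARE-driven firefly luciferase, 1000 cells/well in OPTI-MEM with 5% FBS, dosed after overnight attachment and incubated 24 hr at 37 deg C. Steady-Glo luminescence read after 30 min at RT.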
MmCpn inh: inhibitors of Methanococcus maripaludis chaperonin (MmCpn); AID 504842; purified Mm-Cpn ATPase, ADP Transcreener TR-FRET; actives 0.031% (n = 330,000); Potency, µM (doses to about 76.9 µM), inactives show at the top dose activity, negative = inhibition, most hits filed as inhibitors; note: potency is the fitted concentration of half-maximal effect; % is set by controls: 0 for no effect and ±100 for the full control effect; nearly all actives have a fitted effect of over 80% in size
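Purified archaeal Mm-CPN (25nM final) preincubated 10 min at 37degC with compound, then 10uM ATP for 30 min at 37degC; ADP measured by HTRF Transcreener TR-FRET; buffer 30 mM TRIS pH 7.4, 100mM KCl, 5mM MgCl2, 1mM DTT.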
CCT chaperon mod: cytosolic chaperonin activity modulation. purified chaperonin ATPase assay, HTRF ADP detection, 30 min. activity change, % (concentration not given with the values), hits read low. actives 0.3% (n = 360,000). AID 651819; in the data active = activity change below about -30%; note: % is set by controls: 0 for no effect and ±100 for the full control effect
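TRiC at 40 or 20 nM final (batch-dependent) in 30 mM Tris pH 7.4, 100 mM KCl, 5 mM MgCl2, 1 mM DTT, with compound at single 76 uM and 10 uM ATP, 30 min at 37 deg C. ADP detected by HTRF Transcreener, 665/615 ratio.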
Abeta rescue: compounds reversing amyloid beta toxicity in yeast; yeast expressing A-beta42, growth rescue, OD600, 48 h; response scale: 0% DMSO, 100% iron-clioquinol control; Potency, µM (doses to about 46.1 µM), without a hit: at the top dose growth rescue, most hits filed as activators; actives 0.063% (n = 410,000); note: potency is the fitted concentration of half-maximal effect; nearly all actives have a fitted effect of over 55% in size
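Growth rescue measured by 600 nm absorbance after 48 h yeast culture at 30 C with compound. Values normalized between DMSO and an equimolar ferric chloride plus clioquinol control.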
HepG2 viability: HepG2 cytotoxicity, counter-screen for TGF-b inhibitors | Potency, µM (top dose mostly 46.1 µM), without a hit: top-dose activity change, negative = cytotoxicity, usual class: cytotoxic | actives 0.76% (n = 410,000) | HepG2 CAGA-GFP viability, ATP luminescence, 18 h | AID 588856; note: potency is the fitted concentration of half-maximal effect; some results filed as inactive show a strong effect at the top dose
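HepG2 CAGA-GFP cells (1000/well, DMEM with 1% FBS) received compound, then TGF-beta at 500 pg/mL final, and were incubated 18 hours at 37 degrees C. Viability was read by CellTiter-Glo luminescence. Media-only wells were set as complete cell-killing and DMSO as no toxicity.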
A549 viability: counter-screen for Nrf2 inhibitors: cytotoxicity in A549 cells; actives 0.16% (n = 390,000); Potency, µM (series often up to 46 µM), inactives show top-dose activity change, negative = cytotoxicity, actives largely listed as inhibitors; A549 ARE-Fluc cells, CellTiter-Fluor viability, 18-24 h; note: potency is the fitted concentration of half-maximal effect; % is set by controls: 0 for no effect and ±100 for the full control effect
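A549 ARE-Fluc cells in 5% FBS OPTI-MEM, 5000 cells/well, rested 2 h then exposed to compounds in concentration-response for 18-24 h at 37 °C. Viability by CellTiter-Fluor fluorescence (Ex 405/Em 525) after 30 min; luciferase luminescence (BugLite, 15 min, RT) read afterwards.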
Nrf2 block: inhibitors of Nrf2 signaling; actives 2.1% (n = 360,000); A549 ARE-Fluc reporter, luciferase luminescence, 18-24 h; Potency, µM (highest dose often 46 µM), for inactives: top-dose activity change, negative = inhibition, actives largely listed as inhibitors; note: potency is the fitted concentration of half-maximal effect; % is set by controls: 0 for no effect and ±100 for the full control effect; nearly all actives have a fitted effect of over 60% in size
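Two sequential reads on A549 ARE_Fluc cells exposed to compound for 18-24 h: a CellTiter-Fluor fluorescence read for viability, then a luciferase luminescence read for Nrf2/ARE activity.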
TGFb SMAD3 inh: blocks TGF-b signaling | HepG2 CAGA-GFP TGF-b/SMAD3 reporter, GFP fluorescence, 18 h; TGF-beta stimulated, 500 pg/mL final | Potency, µM (series often up to 46.1 µM), without a hit: top-dose activity, negative = inhibition, usual class: inhibitors | actives 1.2% (n = 410,000); note: potency is the fitted concentration of half-maximal effect; % is set by controls: 0 for no effect and ±100 for the full control effect; nearly all actives have a fitted effect of over 65% in size
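TGF-beta reporter screen: HEPG2 CAGA-GFP, 1% FBS, 500 pg/mL TGF-beta final, 18 h; per-cell GFP summed per well; curves fitted and categorized by class.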
Active calls of the source: *; i = inactive; ? = inconclusive; nt = no result given; [ ] = dose if it differs, or a comment. Unless noted, calls come from the whole dose curve; as a rule, active = well fitted curve in the direction sought with a large enough effect; inconclusive = small, poorly fitted or top-dose-only effect, or another doubt; inactive = no such curve, though single readings can be large; an effect the other way counts as inactive or inconclusive.

SMILES | Akt phos inh | Nrf2 ARE act | MmCpn inh | CCT chaperon mod | Abeta rescue | HepG2 viability | A549 viability | Nrf2 block | TGFb SMAD3 inh
COc1ccc(C(C)=O)cc1CN1C(=O)NC(c2ccccc2)(c2ccccc2)C1=O | i | 2.2% | 0% | -3.6 | -3% | 1% | 3% | 30% | 2%
O=C(N1CCN(S(=O)(=O)c2ccc(Cl)cc2)CC1)n1ccnc1 | i | 0.0% | 1% | -1.6 | -7% | 6% | -4% | -14% | -1%
O=C(COc1ccccc1F)Nc1ccc2nc(SCC(=O)N3CCOCC3)sc2c1 | nt | 2.1% | nt | nt | -9% | -24% | -13% | 18µM* | -18%
Cc1cc(C)c(NC(=O)CCC(=O)N2Cc3ccccc3Oc3ncccc32)c(C)c1 | nt | 0.7% | nt | nt | -20% | -4% | -1% | 29% | 11%
O=C(CCNC(=O)c1ccc([N+](=O)[O-])cc1)Nc1ccccc1N1CCCCC1 | i | -0.4% | 2% | -3.6 | 8% | -6% | 1% | -13% | 6%
FC(F)(F)c1cccc(Cn2nnnc2-c2cc(Cl)cc(Cl)c2)c1 | i | 0.4% | 0% | -0.3 | -9% | -32% | 2% | -12% | ?
COC(=O)c1cc2oc3ccccc3c2n1Cc1nc(-c2ccc(Cl)cc2)oc1C | nt | 6.5% | nt | nt | -7% | -19% | 1% | 7% | -9%
CC(C)C(NC(=O)c1ccc(C(C)(C)C)cc1)C(=O)OCC(=O)NC(=O)Cc1ccccc1 (stereo not given) | i | 0.0% | -2% | 2.6 | 6% | 3% | 3% | 10% | 0%
COc1ccc(-c2ccc3c(c2)O/C(=C\c2ccsc2)C3=O)cn1 | i | 0.7% | -1% | -3.7 | -10% | 2% | 2% | 28% | ?
COc1ccc(C2Nc3ccccc3C(=O)N2Cc2ccccc2)cc1COc1ccc([N+](=O)[O-])cc1 (stereo not given) | nt | nt | nt | nt | nt | -10% | 3% | -15% | -1%
Cc1nn(Cc2ccccc2)c2sc(C(=O)NCc3cccnc3)cc12 | i | -0.4% | 1% | -0.3 | 22% | -18% | 1% | -27% | -2%
Cc1ccsc1-c1cc2nc(Nc3ccc(F)cc3)n(C)c(=O)c2s1 | i | 13% | nt | 1.0 | -9% | -27% | nt | nt | -13%

By substructure, those above with sulfur
SMILES | Akt phos inh | Nrf2 ARE act | MmCpn inh | CCT chaperon mod | Abeta rescue | HepG2 viability | A549 viability | Nrf2 block | TGFb SMAD3 inh
O=C(N1CCN(S(=O)(=O)c2ccc(Cl)cc2)CC1)n1ccnc1 | i | 0.0% | 1% | -1.6 | -7% | 6% | -4% | -14% | -1%
O=C(COc1ccccc1F)Nc1ccc2nc(SCC(=O)N3CCOCC3)sc2c1 | nt | 2.1% | nt | nt | -9% | -24% | -13% | 18µM* | -18%
COc1ccc(-c2ccc3c(c2)O/C(=C\c2ccsc2)C3=O)cn1 | i | 0.7% | -1% | -3.7 | -10% | 2% | 2% | 28% | ?
Cc1nn(Cc2ccccc2)c2sc(C(=O)NCc3cccnc3)cc12 | i | -0.4% | 1% | -0.3 | 22% | -18% | 1% | -27% | -2%
Cc1ccsc1-c1cc2nc(Nc3ccc(F)cc3)n(C)c(=O)c2s1 | i | 13% | nt | 1.0 | -9% | -27% | nt | nt | -13%

Next compounds:
SMILES | Akt phos inh | Nrf2 ARE act | MmCpn inh | CCT chaperon mod | Abeta rescue | HepG2 viability | A549 viability | Nrf2 block | TGFb SMAD3 inh
CC(C)OCCCNC(=O)c1ccc2c(=O)n(CCc3ccccc3)c(=O)[nH]c2c1 | nt | -0.1% | nt | nt | -10% | 7% | 0% | 3%[9.27 µM] | -3%
COc1ccc(CCNC(=O)C(=O)c2cn(CC(=O)N3CCOCC3)c3ccccc23)cc1 | i | 2.4% | 0% | -1.6 | 5% | 1% | -8% | -8% | 19%
C=CCNc1nc(C(=O)OCC(=O)c2cccc(Br)c2)cs1 | i | 6.1% | 0% | 1.3 | 5% | 10% | -2% | 11% | 9%
CCOC(=O)C1(CC2CCCCO2)CCN(Cc2cn[nH]c2-c2cccc(F)c2)CC1 (stereo not given) | i | 1.7% | 1% | -1.6 | 19% | -14% | 4% | ? | ?
Cc1cc(N2C(=O)C(O)=C(C(=O)c3cc4ccccc4o3)C2c2cccs2)no1 (stereo not given) | i | 4.7% | -10% | -2.4 | -19% | -10% | -27% | ? | -12%
O=c1[nH]c(-c2ccc(Cl)cc2)nc(=S)[nH]1 | i | 6.4% | -1% | -1.0 | -13% | -33% | 0% | -27% | -17%
O=C(Nc1cc(S(=O)(=O)N2CCOCC2)ccc1N1CCCC1)c1cccnc1Cl | i | -0.1% | 4% | -0.7 | 16% | -2% | 3% | 10% | -4%
O=C1CC(NNC(=O)c2ccccc2)C(=O)N1 (stereo not given) | i | 0.1% | 1% | 1.7 | 9% | 19% | -25% | -6% | -2%
Cc1onc(-c2c(Cl)cccc2Cl)c1C(=O)NCc1ccccn1 | i | 0.9% | 4% | -1.7 | 5% | -1% | 28% | 4% | -1%
Cc1cccc(C)c1NC(=O)CSc1nnc(-c2ccco2)c(-c2ccco2)n1 | i | ? | -7% | -2.0 | 6% | -12% | -15% | -5% | -26%
CCCCOC(=O)Nc1ccc2c(C)cc(=O)oc2c1 | i | 4.1% | -1% | 4.1 | -29% | 3% | -5% | ? | -17%
O=C(CN1C(=O)NC2(CCCc3ccccc32)C1=O)NC1CCCCC1 (stereo not given) | i | -0.1% | 2% | 2.6 | -11% | 8% | 10% | 8% | -8%
Cc1ccccc1CNC(=O)c1ccc2[nH]c(C)c(C)c2c1 | nt | 2.4% | nt | nt | 7% | -25% | 6% | 18% | -25%
CCS(=O)(=O)N1CCCC(C(=O)NCCCOC)C1 (stereo not given) | i | -0.3% | 1% | 3.9 | 7% | 0% | -3% | 19% | -23%
CCC(=O)c1ccc(OCC(=O)Nc2ccccc2C(=O)NC2CC2)cc1 | i | -0.3% | -3% | -0.8 | 3% | 3% | -1% | -13% | -20%
Nc1c(/C=C2/C=CC(=O)C(O)=C2)c(=O)nc2sc(CC(=O)N3CCCCC3)nn12 | i | 0.0% | -4% | -0.1 | -6% | 0% | -1% | 3% | 2%
CCc1ccccc1NC(=O)N1CCC2(CC1)Oc1ccccc1C(=O)N2Cc1ccccc1F | nt | 0.7% | nt | nt | -25% | 0% | -4% | -9% | nt
COc1ccccc1N=C1NC(=O)/C(=C/c2ccc(N(C)C)cc2)S1 | i | 5.7% | -11% | -2.9 | -7% | -8% | ? | ? | 68%[activator]
COCc1nnc(NC(=O)c2cccc(NC(=O)C(C)C)c2)s1 | i | -0.5% | -1% | -0.5 | -1% | 0% | 0% | ? | -3%
CC1=C(C(=O)OCC2CCCO2)C(c2ccc(C)cc2)C2=C(CC(C)(C)CC2=O)N1 (stereo not given) | i | 0.1% | 0% | -0.9 | -2% | 1% | -2% | 2% | 8%
O=C(O)C1C2C=CC(C2)C1C(=O)NCc1ccccc1F (stereo not given) | i | -0.7% | 1% | -2.6 | 8% | -2% | -1% | 3% | 0%
CN(c1ccccc1)S(=O)(=O)c1ccc(Cl)c(C(=O)Nc2nn[nH]n2)c1 | i | -0.4% | 0% | -0.2 | -19% | -86% | 0% | 0% | 1%
C[C@@H]1Cn2cnc(C(=O)NCC(=O)OC(C)(C)C)c2C(=O)N1 | i | -0.3% | nt | -2.1 | 5% | 1% | nt | nt | -1%
COc1ccc(S(=O)(=O)N(CC(=O)Nc2ccc3c(c2)OCO3)c2ccccc2OC)cc1 | nt | 0.7% | -1% | 0.0 | 33% | -2% | 0% | 14% | -8%
CC(=O)Nc1ccc(NC(=O)CSc2nnc(-c3cccs3)n2N)cc1 | i | 0.1% | -1% | 0.6 | -5% | -1% | 1% | -1% | 2%
COC(=O)c1ccccc1NC(=O)c1ccc(-c2nc(COc3ccccc3)c(C)o2)cc1 | nt | -1.0% | nt | nt | -2% | -10% | 1% | 14% | 13%
COc1ccccc1NS(=O)(=O)c1cccc(NC(=O)Cc2cccs2)c1 | i | 2.6% | 1% | -2.4 | -2% | -25% | 7% | -19% | 0%
CCOCCCn1cnc2c([nH]c3cc(OC)ccc32)c1=O | i | 2.3% | -2% | 1.5 | 8% | -23% | nt | -12% | 8%
Cc1cccc(NC(=O)c2cc3n(n2)C(C(F)(F)F)CC(c2ccc4c(c2)OCO4)N3)c1 (stereo not given) | nt | -0.7% | 2% | -9.3 | 18% | -41% | -13% | nt | 0%
C[C@H](CO)N1C[C@H](C)[C@H](CN(C)S(=O)(=O)c2ccc(-n3cccn3)cc2)OCc2cnnn2CCCC1=O | i | -0.3% | nt | 0.7 | -2% | -10% | nt | nt | ?
CCCCc1ccc(NC(=S)NCc2cccnc2)cc1 | i | -0.2% | 0% | -2.7 | 0% | -8% | -1% | ? | ?
CCC(=O)c1ccc(N2CCCC2)c(F)c1 | i | 4.3% | 0% | -0.5 | -15% | 12% | 6% | ? | 2%
O=C(CNCc1cccs1)Nc1ccc(N2CCCCCC2)cc1 | i | 11% | -2% | -2.9 | -2% | -37% | 1% | 4% | -7%
Cc1cc2nnc(SCC(=O)NCc3ccco3)n2c2ccccc12 | i | 0.1% | nt | -1.1 | -6% | -8% | -3% | -14% | -17%
Nc1nnc(N2CCCCCC2)s1 | i | -0.2% | -5% | -2.7 | -8% | -6% | 4% | 10% | 1%
